TDP1 inh: TDP1 (human) enzyme inhibition; Q9NUW8; recombinant TDP1, AlphaScreen DNA substrate cleavage; Potency, µM (series often up to 130 µM), for the others: top-dose activity change, negative = inhibition, actives largely listed as inhibitors; actives 0.28% (n = 350,000); AID 485290; further: nearly all actives have a fitted effect of over 40% in size
Target sequence (Q9NUW8 whole entry, looked up): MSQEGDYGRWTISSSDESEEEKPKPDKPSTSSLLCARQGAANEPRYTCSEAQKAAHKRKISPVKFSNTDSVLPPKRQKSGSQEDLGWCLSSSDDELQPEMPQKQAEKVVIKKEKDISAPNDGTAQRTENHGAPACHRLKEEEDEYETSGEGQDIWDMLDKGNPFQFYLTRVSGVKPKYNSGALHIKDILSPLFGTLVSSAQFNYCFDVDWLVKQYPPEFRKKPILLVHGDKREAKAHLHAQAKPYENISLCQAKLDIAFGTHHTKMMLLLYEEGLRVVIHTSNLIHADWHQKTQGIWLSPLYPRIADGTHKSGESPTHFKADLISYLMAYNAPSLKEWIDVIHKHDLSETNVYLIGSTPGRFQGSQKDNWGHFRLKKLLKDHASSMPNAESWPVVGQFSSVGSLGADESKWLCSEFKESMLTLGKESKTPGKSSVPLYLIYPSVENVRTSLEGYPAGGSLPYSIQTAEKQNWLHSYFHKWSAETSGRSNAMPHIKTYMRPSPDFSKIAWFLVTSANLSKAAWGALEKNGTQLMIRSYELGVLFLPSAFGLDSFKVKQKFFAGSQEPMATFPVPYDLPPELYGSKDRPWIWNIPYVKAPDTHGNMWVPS
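Enzyme-compound mixtures sat 15 min at room temperature, followed by a 5 min reaction with 15 nM final substrate and 10 min with AlphaScreen beads. Recombinant human Tdp1 was used at 1 nM final.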
DT40 TDP1 no CPT: qHTS for Inhibitors of human tyrosyl-DNA phosphodiesterase 1 (TDP1): qHTS in cells in absence of CPT; DT40 Tdp1-/- hTDP1 cells, no CPT, ATP luminescence, 48 h; Potency, µM (titrated, usually from 46.2 µM), for the others: at the highest dose activity change, negative = growth inhibition, usual class: inhibitors; actives 15% (n = 420,000); AID 686978, 2013; further: nearly all actives have a fitted effect of over 55% in size
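A cellular qHTS used chicken DT40 cells lacking endogenous Tdp1 but carrying stably transfected human TDP1. Compounds were applied without camptothecin, and cell growth kinetics were judged by ATP-dependent luminescence after ≥48 hr.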
N370S GC mod: inhibits or activates N370S mutant glucocerebrosidase | P04062 | actives 0.092% (n = 330,000) | AID 2101 | Potency, µM (series often up to 59.4 µM), for the others: at the top dose activity change, negative = inhibition, usual class: inhibitors | N370S GC spleen homogenate, 4MU-glucoside fluorescence;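 further: 0% = full enzyme activity and -100% = no enzyme basal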
Active calls of the source: *; ? = inconclusive; · = no result given; & = joins results of further samples; [ ] = another dose, or the depositor's remark. The call rests on the fitted dose curve; in most records, active means well fitted curve in the direction sought with a large enough effect; inconclusive means small, poorly fitted or top-dose-only effect, or another doubt; inactive means no such curve, though single readings can be large; an effect the other way counts as inactive or inconclusive. Unless noted, on the % scale 0 is the no-effect control and ±100 the full control effect; potency means the concentration at half of the fitted maximal effect.

Every second line gives: TDP1 inh, DT40 TDP1 no CPT, N370S GC mod
> Cc1cc(Cl)c(S(=O)(=O)NCc2cccnc2)cc1OCC(N)=O
 : 0%, -3%, 24%
> CC(NCc1ccc2c(c1)OCO2)c1ccccc1 (stereo not drawn)
 : ·, -25%, -6%
> CCCCN(C)CCCNC(=O)CC1Oc2ccccc2NC1=O (stereo not drawn)
 : 0%, 2%, 1%
> CC(C)[C@H](NC(=O)c1ccco1)C(=O)OCC(=O)N1CC(=O)Nc2ccccc21
 : 2%, 23%, 17%
> O=C(CNS(=O)(=O)c1ccccc1)NCC(=O)OCc1ccc(Cl)cc1
 : ·, 0%, -7%
> CCOC(=O)Cc1ccc(NS(=O)(=O)c2ccc(SC)cc2)cc1
 : 3%, ?, -10%
> O=C(O)[C@H]1CCCC[C@H]1C(=O)Nc1cc([N+](=O)[O-])ccc1F
 : 0%, -19%, 24%
> O=C(N=C1SC2CS(=O)(=O)CC2N1Cc1ccc(F)cc1)C1CCCO1 (stereo not drawn)
 : 5%, 3%, 2%
> CC(C(=O)N1CCN=C1c1ccccc1)N1C(=O)c2ccccc2C1=O (stereo not drawn)
 : 5%, 3%, 4%
> CC(C)C(=O)NC(NC(=S)Nc1ccc(S(N)(=O)=O)cc1)C(Cl)(Cl)Cl (stereo not drawn)
 : 1%, 2%, -11%
> COc1ccc(C(CC(=O)O)NS(=O)(=O)c2ccc3c(c2)N(C(C)=O)CC(C)O3)cc1 (stereo not drawn)
 : 0%, 2%, -5%
> COc1cc(C(=O)NCC(=O)NCCN2C(=O)S/C(=C\c3ccccc3Cl)C2=O)cc(OC)c1OC
 : 1%, 18µM*, -10%
> COc1ccc(C2=NC(CO)(CO)CO2)cc1
 : 3%, -19%, -17%
> CCS(=O)(=O)N1N=C(c2ccc(NS(C)(=O)=O)cc2)CC1c1ccccc1 (stereo not drawn)
 : 3%, -18%, -2%
> COc1ccc(OCc2cc(C(=O)N(C)C3CCOC3)no2)c(Cl)c1 (stereo not drawn)
 : 1%, ?, -6%

2 compounds drawn at random from the list so far:
Every second line gives: TDP1 inh, DT40 TDP1 no CPT, N370S GC mod
> COc1ccc(C2=NC(CO)(CO)CO2)cc1
 : 3%, -19%, -17%
> O=C(N=C1SC2CS(=O)(=O)CC2N1Cc1ccc(F)cc1)C1CCCO1 (stereo not drawn)
 : 5%, 3%, 2%

Compound profiles (already shown). Order of values: TDP1 inh	DT40 TDP1 no CPT	N370S GC mod
O=C(CNS(=O)(=O)c1ccccc1)NCC(=O)OCc1ccc(Cl)cc1 is listed as ·	0%	-7%
CC(C)C(=O)NC(NC(=S)Nc1ccc(S(N)(=O)=O)cc1)C(Cl)(Cl)Cl (stereo not drawn) is listed as 1%	2%	-11%
CCCCN(C)CCCNC(=O)CC1Oc2ccccc2NC1=O (stereo not drawn) is listed as 0%	2%	1%
CC(NCc1ccc2c(c1)OCO2)c1ccccc1 (stereo not drawn) is listed as ·	-25%	-6%
COc1ccc(C(CC(=O)O)NS(=O)(=O)c2ccc3c(c2)N(C(C)=O)CC(C)O3)cc1 (stereo not drawn) is listed as 0%	2%	-5%

(continued)
Every second line gives: TDP1 inh, DT40 TDP1 no CPT, N370S GC mod
> COCCn1c(=O)c(C)nc2cnc(N3CCN(C)CC3)nc21
 : ·, 30%, -23%
> CN(CC(=O)Nc1ccccc1Cl)C(=O)COC(=O)c1ccc([N+](=O)[O-])cc1Cl
 : ·, -16%, -1%
> Cn1cccc1/C=C1/SC(=S)N(CC(=O)O)C1=O
 : -8%, -10%, -25%
> CN(C)S(=O)(=O)c1ccc(S(=O)(=O)NCc2cccs2)cc1
 : ·, 2%, -14%
> COc1ccccc1-n1cnnc1SCC(=O)c1ccc[nH]1
 : 4%, 1%, 4%
> Cc1ccc(CNC(=O)c2cc3c(s2)-c2ccccc2SC3)cc1
 : 0%, -23%, ·
> Cc1nn(-c2ccc(F)cc2)c(Cl)c1/C=C(\CCC(=O)O)c1nc2ccccc2s1
 : 4%, 4%, -7%
> O=c1oc(-c2cccc([N+](=O)[O-])c2)nc2ccccc12
 : ·, -13%, 2%
> O=C(c1ccc2c(c1)N(Cc1cccc(Cl)c1)C(=O)c1ccccc1S2(=O)=O)N1CCN(Cc2ccccc2)CC1
 : 7%, 9.2µM*, ·
> CCOC(=O)C1CCCn2c1nc1sc3c(c1c2=O)CCCC3 (stereo not drawn)
 : 3%, -23%, 10%
> CCn1cc(C(=O)NCC2CCCO2)c(=O)c2cc(S(=O)(=O)N(C)C3CCCCC3)ccc21 (stereo not drawn)
 : 5%, -13%, -8%
> Cn1c(-c2ccccc2F)cc2onc(-c3ccccc3)c2c1=O
 : ·, ?, 1%
> CCCCN1C(=O)C(O)(CC(=O)c2ccco2)c2cc(Br)ccc21 (stereo not drawn)
 : 0%, 4.1µM*, 4%
> CCC1Sc2ccccc2N(CC(=O)NC2CC2)C1=O (stereo not drawn)
 : 0%, 1%, 8%
> CCc1nnc(NC(=O)CSc2nc3c([nH]c4ccccc43)c(=O)n2-c2cc(C)cc(C)c2)s1
 : 5%, 16µM*, ·
> CC(C)c1cc(=O)n2[nH]c(N)nc2n1
 : 6%, -6%, -4%
> COc1ccc(CNC(=O)CS(=O)(=O)Cc2nc(-c3cccc(OC)c3)oc2C)cc1
 : 4%, ?, -11%
> C=CC[n+]1c(-c2ccc(Cl)cc2Cl)csc1Nc1ccc(NC(C)=O)cc1
 : 10%, 21µM*, -8%
> Cc1c(CNC2CCCC2)c(C(=O)O)c(C)n1Cc1ccccc1
 : 3%, -21%, -2%
> CC(=O)c1ccc(N2Cc3ccccc3/C2=N\C(=O)Nc2ccc(Cl)cc2)cc1
 : 2%, ?, -6%
> Nc1c(C(=O)N2CCOCC2)sc2nc(N3CCOCC3)c3c(c12)CCCC3
 : 5%, ?, 8%
> CCOC(=O)c1ccccc1NC(=O)COC(=O)C1=COCCO1
 : 2%, -16%, ?
> COc1cccc(Nc2cc(C)c3ccccc3n2)c1
 : ·, ?, -10%
> CSc1nc2ncnc(N)c2[nH]1
 : -4%, -3%, 8%
> CCCn1c(N/N=C(C)\C=C\c2ccccc2)nc2c1c(=O)[nH]c(=O)n2C
 : 5%, ·, 2%
> C=CCn1c(COc2cc(C)ccc2C(C)C)nnc1SCC(=O)c1c(N)n(C)c(=O)n(C)c1=O
 : ?, 23µM*, -4%
> CCN(CC)C(=O)c1ccccc1NC(=O)CN1C(=O)c2ccccc2C1=O
 : -1%, 8%, 5%
> C[N+]1(CC(O)c2ccccc2)CCCCCC1 (stereo not drawn)
 : ·, 1%, 1%
> O=C(Nc1ccc(F)cc1)c1cc(S(=O)(=O)N2CCOCC2)cs1
 : 5%[56.1 µM], ?, 5%
> O=C(O)C(Cc1cc(Cl)ccc1Cl)Sc1nc2ccccc2[nH]1 (stereo not drawn)
 : 2%, ?, -11%
> CCCCCC(=O)NNC(=O)Nc1ccccc1
 : 3%, -21%, -3%
> COc1ccc2nc(NNC(=O)COc3ccccc3)sc2c1
 : 4%, -1%, 22%
> CC(NC(=O)CSc1n[nH]c(=O)n1C1CC1)C12CC3CC(CC(C3)C1)C2 (stereo not drawn)
 : 2%, -12%, 8%
> CCOc1cc(/C=N/N=C(/N)c2nonc2N)cc(Br)c1OCc1ccc(Cl)cc1
 : 5%, ?, -8%
> O=S(=O)(NC1CC1)c1ccc(S(=O)(=O)N(Cc2ccccn2)C2CC2)cc1
 : 3%, ?, -13%
> O=C(N/N=C/c1cccs1)c1cccc2cc[nH]c12
 : 6%, ?, -14%
> COCCNC(=O)C(c1cccs1)N(C(=O)Cn1nnc2ccccc21)c1cccc(C)c1 (stereo not drawn)
 : 1%, ?, 12%[2.35 µM]
> COc1ccc(Cc2nnc(Nc3c(C)cccc3C)o2)cc1OC
 : 3%, -15%, 1%
> COc1cc(OC)c(NC(=O)c2oc3ccc4c(c3c2C)C(=O)CC(C)(C)O4)cc1Cl
 : 5%, -6%, ·
> CCOC(=O)C1CCN(S(=O)(=O)c2nc3nc(C)cc(C)n3n2)CC1
 : 0%, ?, 3%
> CCn1c(CNC(=O)c2cccs2)nnc1SCC(=O)Nc1cc(Cl)ccc1C
 : 2%, -25%, -8%
> CC(C)n1c(SCC(=O)c2ccc(F)cc2)nc2c(sc3ccccc32)c1=O
 : 5%, 6%, ·
> O=C(Nc1ccc2c(c1)OCCO2)C1CC(c2ccccc2Cl)=NO1 (stereo not drawn)
 : ·, -28%, 18%
> CCOC(=O)C1CCN(Cc2nnc(-c3cccc(Br)c3)o2)CC1
 : ·, -5%, 1%
> CC(=O)c1cccc(OCc2cc(C(=O)N(C)Cc3cnccn3)no2)c1
 : 1%, -4%, 15%
> CCOc1ccccc1NC(=O)Cn1c(=O)n(-c2ccc(C)c(C)c2)c(=O)c2c(C)c(C(=O)N(C)C)sc21
 : 6%, -25%, ·
> CC1=C(C(=O)OC(C)C)C(c2coc3ccccc3c2=O)C2=C(CCCC2=O)N1 (stereo not drawn)
 : 6%, 0%, 3%
> CCCn1c(C(Cc2ccccc2)NC(=O)COC)nc2ccccc21 (stereo not drawn)
 : 8%, ?, -9%
> Cc1ccc(CN2CCC(n3nccc3NC(=O)CCOc3ccccc3)CC2)o1
 : 1%[56.1 µM], 2%, -5%
> Cc1ccc(S(=O)(=O)NCC(=O)NCC(=O)OCC(=O)N2CC(=O)Nc3ccccc32)cc1C
 : -2%, ?, -3%
> CC1(C)CC(=O)c2sc(N)nc2C1
 : 6%, 4%, 3%
> COc1ccccc1-c1csc(NC(=O)c2cc(-c3cccs3)nc3ccccc23)n1
 : 1%, -27%, -1%
> NC(=O)NC(=O)COC(=O)c1cccnc1Nc1ccccc1F
 : 5%, -6%, 7%
> COc1ccc2c(C)c(CCC(=O)NCc3ccccc3OC)c(=O)oc2c1
 : 6%, -23%, ·
> CCCNC(=O)Nc1cc(OCC)c(N2CCOCC2)cc1OCC
 : 4%, 18µM*, 0%
> COc1ccc(N2CC(NC(=O)c3c(F)cccc3Cl)CC2=O)cc1OC (stereo not drawn)
 : 0%, 5%, ·
> COc1ccc(N=Cc2c(C)[nH][nH]c2=O)cc1
 : 10%, 6%, 6%
> O=C(OC1C2CCC1C1CN(CCc3ccccc3)CC12)c1ccccc1 (stereo not drawn)
 : 8%, 16µM*, -22%
> O=C(Nc1ccc(O)cc1C(=O)O)c1ccc2c(c1)C(=O)N(Cc1ccco1)C2=O
 : 9%, -9%, -4%
> O=C(COC(=O)c1ccc(-n2cnnn2)cc1)c1ccc(Br)cc1
 : -7%, 2%, 3%

Other structures.
Every second line gives: TDP1 inh, DT40 TDP1 no CPT, N370S GC mod
> COc1ccccc1C1NC(=O)CCC1[N+](=O)[O-] (stereo not drawn)
 : ·, 2%, -7%
> Cc1ccc(CSc2ncc(Cl)c(C(=O)Oc3ccc(F)cc3)n2)cc1
 : 0%, -5%, ·
> CC1CCCC/C1=N\NC(=S)Nc1ccccc1 (stereo not drawn)
 : 8%, -3%, 2%
> CC(C)c1c(O)ccc2c1CCC1[C@@](C)(C=O)CCC[C@@]21C (stereo partly drawn)
 : 11%, ?, 10%
> Cc1ccc(OCC(O)Cn2c3ccccc3c3ccccc32)cc1 (stereo not drawn)
 : -8%, 13µM*, 1%
> COc1ccc(C2C3C=CCC(C)C3C(=O)N2Cc2ccccc2)cc1Cl (stereo not drawn)
 : 4%, ·, 7%
> COc1ccc(C2OC[C@H]3O[C@H](O)[C@H](NC(C)=O)[C@@H](O)[C@@H]3O2)cc1 (stereo partly drawn)
 : 5%, -14%, -3%
> CNc1ccncc1S(=O)(=O)NC
 : 8%, -4%, -17%
> O=C(Nc1cccc2ncccc12)c1ccc2c(c1)OCCO2
 : 9%, -24%, -2%
> COc1ccc(S(=O)(=O)N2CCN(c3nc(-c4cccs4)nc4ccccc34)CC2)cc1
 : 0%&-1%, ?, ·
> N=c1n(Cc2ccc(Cl)cc2)c2ccccc2n1CC(O)c1ccco1 (stereo not drawn)
 : 5%, 5.8µM*, -15%
> O=C(CSc1cccc2cccc(Cl)c12)NC1=NCCS1
 : 6%, -11%, -12%
> CCOc1cc(C(=O)N(Cc2nc(-c3ccc(C)cc3)no2)C(C)C)cc(OCC)c1OCC
 : -5%, ?, ·
> Cc1nc(N2CCOCC2)c2c(C(=O)N3CCN(c4ccccc4)CC3)c(C)oc2n1
 : -4%, 0%, ·
> COc1ccc(C(C(=O)NC2CCCCC2)N(C(=O)Cc2c[nH]c3ccccc23)c2ccccc2)cc1OC (stereo not drawn)
 : -2%, 18µM*, 7%
> CN1CCC(N(C)C(=O)CNC(=O)c2ccc(C(C)(C)C)cc2)CC1
 : 0%, -20%, -3%
> COc1ccc(NC(=O)Cn2nnc(C(=O)NCc3ccc(C)cc3)c2N)cc1OC
 : -7%, 7%, -5%
> Cc1nn(C(C)C(=O)NCCc2cccs2)c(=O)c2nn(-c3ccccc3)c(C)c12 (stereo not drawn)
 : 4%, 4%, -1%

Bioassay records as filed in PubChem.

Only part of the results is shown; count on the stated rates, not on these rows.
